A549 tox – counter-screen for Nrf2 inhibitors: cytotoxicity in A549 cells | A549 ARE-Fluc cells, CellTiter-Fluor viability, 18-24 h | Potency, µM (series often up to 46 µM), for inactives: at the highest dose activity change, negative = cytotoxicity, most hits filed as inhibitors | hit rate 0.16% among 390,000; note: potency is the fitted concentration of half-maximal effect; % is set by controls: 0 for no effect and ±100 for the full control effect
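A549 ARE-Fluc cells in 5% FBS OPTI-MEM, 5000 cells/well, rested 2 h then exposed to compounds in concentration-response for 18-24 h at 37 °C. Viability by CellTiter-Fluor fluorescence (Ex 405/Em 525) after 30 min; luciferase luminescence (BugLite, 15 min, RT) read afterwards.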
TGFb inhibitor – TGF-b pathway inhibition. hit rate 1.2% among 410,000. HepG2 CAGA-GFP TGF-b/SMAD3 reporter, GFP fluorescence, 18 h; TGF-beta stimulated, 500 pg/mL final. AID 588855. Potency, µM (doses to about 46.1 µM), without a hit: at the top dose activity, negative = inhibition, most hits filed as inhibitors; note: potency is the fitted concentration of half-maximal effect; % is set by controls: 0 for no effect and ±100 for the full control effect; nearly all actives have a fitted effect of over 65% in size
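HEPG2 CAGA-GFP, 1000 cells/well; 2 h settle, 37 C; cpd via pin tool; TGF-b 500 pg/mL final; 18 h, 37 C; GFP imaging ex488/em500-530; %Activity normalised to -TGF-b and +DMSO controls; CRC fit, curve class.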
Nrf2 activator – activates Nrf2 signaling | AREc32 ARE-luciferase reporter (MCF7-derived line), luminescence, 24 h | AID 624171 | Potency, µM (titrated, usually from 46.1 µM), for inactives: top-dose activation, actives largely listed as activators | hit rate 0.31% among 410,000; note: potency is the fitted concentration of half-maximal effect; % of control where 0% means no effect; nearly all actives have a fitted effect of over 65% in size
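Steps: seed AREc32_Fluc cells (1000/well, 5% FBS OPTI-MEM); incubate overnight at 37 deg C; add 23 nL compound; incubate 24 hr; add Steady-Glo; hold 30 min RT; read luminescence.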
Nrf2 inh – blocks Nrf2 signaling; A549 ARE-Fluc reporter, luciferase luminescence, 18-24 h; hit rate 2.1% among 360,000; Potency, µM (titrated, usually from 46 µM), inactives show top-dose activity change, negative = inhibition, most hits filed as inhibitors; note: potency is the fitted concentration of half-maximal effect; % is set by controls: 0 for no effect and ±100 for the full control effect; nearly all actives have a fitted effect of over 60% in size
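A549 ARE_Fluc cells, 5000/well, 5% FBS OPTI-MEM; compounds in dose-response, 18-24 h at 37 °C/5% CO2; CellTiter-Fluor viability read (Ex 405/Em 525), then BugLite luciferase luminescence = Nrf2 activity.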
EPAC2 antagonist – blocks human EPAC2 exchange factor. AID 720708. Potency, µM (highest dose often 114 µM), without a hit: at the top dose activity, negative = inhibition, usual class: inhibitors. EPAC2 GEF exchange of Rap1B-BODIPY-GDP, fluorescence. hit rate 0.18% among 360,000. Q8WZA2; note: potency is the fitted concentration of half-maximal effect; % is set by controls: 0 for no effect and ±100 for the full control effect; nearly all actives have a fitted effect of over 45% in size; many of its hits are not listed in these tables
Target sequence (Q8WZA2 whole entry, looked up): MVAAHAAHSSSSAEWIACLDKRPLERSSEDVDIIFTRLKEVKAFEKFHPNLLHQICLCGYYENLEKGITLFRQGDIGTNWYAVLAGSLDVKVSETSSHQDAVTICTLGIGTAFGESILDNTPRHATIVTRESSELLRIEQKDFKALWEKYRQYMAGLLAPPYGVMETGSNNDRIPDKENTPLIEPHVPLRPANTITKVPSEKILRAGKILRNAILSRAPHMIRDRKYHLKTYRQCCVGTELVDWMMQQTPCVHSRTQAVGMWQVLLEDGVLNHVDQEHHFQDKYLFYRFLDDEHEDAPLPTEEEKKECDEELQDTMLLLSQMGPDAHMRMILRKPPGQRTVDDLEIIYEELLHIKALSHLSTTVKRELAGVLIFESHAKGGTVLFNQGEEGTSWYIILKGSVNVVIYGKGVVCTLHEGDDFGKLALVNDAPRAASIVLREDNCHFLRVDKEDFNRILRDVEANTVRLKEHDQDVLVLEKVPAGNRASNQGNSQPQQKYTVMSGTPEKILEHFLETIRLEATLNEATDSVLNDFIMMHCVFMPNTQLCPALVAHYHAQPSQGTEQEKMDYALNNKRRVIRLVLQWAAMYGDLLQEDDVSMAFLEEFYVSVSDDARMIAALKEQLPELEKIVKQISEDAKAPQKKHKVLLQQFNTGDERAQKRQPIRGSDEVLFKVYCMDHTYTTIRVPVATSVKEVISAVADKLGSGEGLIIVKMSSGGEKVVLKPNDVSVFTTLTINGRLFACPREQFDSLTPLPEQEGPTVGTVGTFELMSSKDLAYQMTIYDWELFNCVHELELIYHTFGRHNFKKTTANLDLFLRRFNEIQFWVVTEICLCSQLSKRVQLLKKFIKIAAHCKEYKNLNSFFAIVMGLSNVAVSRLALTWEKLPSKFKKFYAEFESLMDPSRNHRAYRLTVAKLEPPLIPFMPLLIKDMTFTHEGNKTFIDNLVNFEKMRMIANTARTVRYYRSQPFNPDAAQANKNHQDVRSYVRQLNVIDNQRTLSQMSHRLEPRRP
Akt phos inh – Akt phosphorylation inhibition | Neuro2A IGF-stimulated pAkt S473 HTRF, 20 min; stronger effect = lower value | hit rate 0.32% among 360,000 | activity change, % for hits at 50 µM | AID 651550; in the data active = activity change below about -80%; inconclusive = mostly about -51% to -80%; note: % is set by controls: 0 for no effect and ±100 for the full control effect
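Single-point screen (50 µM final compound) in Neuro2A cells stimulated 20 min with 6 nM IGF at 37 deg C. After lysis, Ser473-phosphorylated Akt read by HTRF (ex 330 nm, em 615/665 nm) as the 665/615 ratio.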
Mm-Cpn inhibitor – inhibitors of Methanococcus maripaludis chaperonin (MmCpn); hit rate 0.031% among 330,000; purified Mm-Cpn ATPase, ADP Transcreener TR-FRET; Potency, µM (top dose mostly 76.9 µM), for inactives: top-dose activity, negative = inhibition, most hits filed as inhibitors; note: potency is the fitted concentration of half-maximal effect; % is set by controls: 0 for no effect and ±100 for the full control effect; nearly all actives have a fitted effect of over 80% in size
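ATPase read-out: TR-FRET ADP immunoassay (anti-ADP Eu cryptate vs ADP-d2), ex 320 nm, em 590/665 nm; signal drops as ADP forms. Enzyme 25 nM, ATP 10 uM, 30 min at 37°C after 10 min compound preincubation.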
EPAC2 agonist – EPAC2 (human) agonism | Potency, µM (top dose mostly 154 µM), for the others: top-dose activation, most hits filed as activators | hit rate 0.079% among 360,000 | Q8WZA2 | EPAC2 activation, biochemical qHTS; response scale: 100% = 6.5 mM cAMP response | AID 720711; note: potency is the fitted concentration of half-maximal effect; nearly all actives have a fitted effect of over 50% in size
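Setup: EPAC2 100 nM, labeled Rap1B complex 250 nM, free GDP 50 uM. Compound titrations pinned in, brief spin, 5 min room temperature incubation. Kinetic fluorescence read over 30 min, normalized to 6.5 mM cAMP.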
CCT modulator – modulators of cytosolic chaperonin (CCT/TRiC) activity | purified chaperonin ATPase assay, HTRF ADP detection, 30 min | activity change, % (no concentration beside the values), hits read low | AID 651819 | hit rate 0.3% among 360,000; in the data active = activity change below about -30%; note: % is set by controls: 0 for no effect and ±100 for the full control effect
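First, chaperonin was dispensed at 40 nM or 20 nM final depending on batch activity. Next, compounds were pinned at 76 uM and ATP added at 10 uM. After 30 min at 37 °C, ADP detection reagents ran 30 min at ambient temperature.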
An asterisk follows results filed as active. Unless noted, calls come from the whole dose curve; as a rule, active = well fitted curve in the direction sought with a large enough effect; inconclusive = small, poorly fitted or top-dose-only effect, or another doubt; inactive = no such curve, though single readings can be large; an effect the other way counts as inactive or inconclusive. This is a subset. The share of hits here may be higher or lower than overall.

For CCOC(=O)C1CCCN(CC(O)COc2ccccc2C(C)=O)C1 (stereo not drawn) the results were A549 tox 10%, TGFb inhibitor -10%, Nrf2 activator -0.2%, Nrf2 inh inconclusive, EPAC2 antagonist -8%, Akt phos inh inactive, Mm-Cpn inhibitor -1%, EPAC2 agonist 5% and CCT modulator -1.7.
For C[C@H](O)CNC(=O)c1[nH]cnc1C(=O)Nc1ccc(CNC(=O)OC(C)(C)C)cc1 the results were TGFb inhibitor -16%, Nrf2 activator 0.2%, EPAC2 antagonist -1%, Akt phos inh inactive, EPAC2 agonist -2% and CCT modulator -5.0.
`Cn1cc(Cl)c(C(=O)NNC(=S)NCc2ccco2)n1` gave A549 tox -9%, TGFb inhibitor 1%, Nrf2 activator 0.0%, Nrf2 inh 8%, EPAC2 antagonist 3%, Akt phos inh inactive, Mm-Cpn inhibitor -9%, EPAC2 agonist 0% and CCT modulator -0.3.
`CCc1cc(=O)oc2c(C)c(OCC(=O)Nc3ccc(S(=O)(=O)N(CC)CC)cc3)ccc12` gave A549 tox -1%, TGFb inhibitor -23%, Nrf2 activator 0.6% and Nrf2 inh 17%.
Screening Cn1cc(-c2ccno2)c(C(=O)O)n1 returned A549 tox -1%, TGFb inhibitor 8%, Nrf2 activator -0.5%, Nrf2 inh -1%, EPAC2 antagonist 3%, Akt phos inh inactive, Mm-Cpn inhibitor 2%, EPAC2 agonist 22% and CCT modulator -2.0.
Cc1ccc(CN2c3ccccc3-c3nc(SCC(=O)NCCc4ccccc4)ncc3S2(=O)=O)cc1 was read as A549 tox -10%, TGFb inhibitor 0%, Nrf2 activator -0.1% and Nrf2 inh -10%.
`C(=N\n1cnnc1)/c1cn(-c2cccs2)nc1-c1ccccc1` gave A549 tox 0%, TGFb inhibitor 12%, Nrf2 activator 5.3%, Nrf2 inh 1%, EPAC2 antagonist 1%, Akt phos inh inactive, Mm-Cpn inhibitor -3%, EPAC2 agonist 1% and CCT modulator -0.9.
Screening Cc1[nH]n(-c2ccccc2)c(=O)c1C(C[N+](=O)[O-])c1ccc(Br)cc1 (stereo not drawn) returned A549 tox -8%, TGFb inhibitor -23%, Nrf2 activator inconclusive, Nrf2 inh inconclusive, EPAC2 antagonist -6%, Akt phos inh inactive, Mm-Cpn inhibitor -3%, EPAC2 agonist 11% and CCT modulator -1.5.
CCC(Sc1ccc2nnc(-c3ccc(F)cc3)n2n1)C(=O)OC (stereo not drawn) was read as A549 tox 7%, TGFb inhibitor -1%, Nrf2 activator -0.5%, Nrf2 inh 0%, EPAC2 antagonist -2%, Akt phos inh inactive, Mm-Cpn inhibitor inconclusive, EPAC2 agonist -10% and CCT modulator -0.7.
`O=C(Nc1ccc(F)cc1)Nc1cccnc1Cl` gave A549 tox -5%, TGFb inhibitor -26%, Nrf2 activator inconclusive, Nrf2 inh 50%, EPAC2 antagonist 2%, Akt phos inh inactive, Mm-Cpn inhibitor -1%, EPAC2 agonist -6% and CCT modulator 2.3.
`COc1ccccc1CNC(=O)C(Cc1ccccc1)NS(=O)(=O)c1ccc2c(c1)oc(=O)n2C` (stereo not drawn) gave A549 tox 2%, TGFb inhibitor -1%, Nrf2 activator 0.7% and Nrf2 inh 18%.
For Cc1cccc(NC(=O)NC2CCCc3ccccc32)c1 (stereo not drawn) the results were A549 tox 17%, TGFb inhibitor 4%, Nrf2 activator -0.5%, Nrf2 inh -24%, EPAC2 antagonist -1%, Akt phos inh inactive, Mm-Cpn inhibitor -1%, EPAC2 agonist 3% and CCT modulator -0.1.
For Cc1cc(OCC(=O)Nc2ccc(Br)cc2)cc2c1C(=O)CC(C)(C)O2 the results were A549 tox 3%, TGFb inhibitor inconclusive, Nrf2 activator 5.1%, Nrf2 inh -7%, EPAC2 antagonist -11%, Akt phos inh inactive, Mm-Cpn inhibitor -6%, EPAC2 agonist 14% and CCT modulator -2.5.
`COCC(=O)OC/C(O)=C(\C#N)c1nc2ccccc2[nH]1` gave A549 tox -13%, TGFb inhibitor -7%, Nrf2 activator inconclusive, Nrf2 inh inconclusive, EPAC2 antagonist -7%, Akt phos inh inactive, Mm-Cpn inhibitor -1%, EPAC2 agonist 0% and CCT modulator 0.3.
Screening O=C(c1cccc(S(=O)(=O)N2CCN(c3ccccc3)CC2)c1)N1CCN(c2ccccc2O)CC1 returned A549 tox -2%, TGFb inhibitor 0%, Nrf2 activator -0.7%, Nrf2 inh -22%, EPAC2 antagonist 0%, Akt phos inh inactive, Mm-Cpn inhibitor 1%, EPAC2 agonist 2% and CCT modulator -1.0.
`COC(=O)c1ccc(C)cc1C1CN=NC12Cc1cc(C)ccc1C2=O` (stereo not drawn) gave A549 tox -2%, TGFb inhibitor -2%, Nrf2 activator 17%, Nrf2 inh 2%, EPAC2 antagonist -1%, Akt phos inh inactive, EPAC2 agonist 14% and CCT modulator -2.7.
`Cc1ccc(C(=O)C2CCN(CC(=O)NC3CCCCC3)CC2)cc1` gave A549 tox -22%, TGFb inhibitor -2%, Nrf2 activator -0.1%, Nrf2 inh -32%, EPAC2 antagonist -6%, Akt phos inh inactive, Mm-Cpn inhibitor inconclusive, EPAC2 agonist 8% and CCT modulator 2.5.
O=C(O)c1cccc(S(=O)(=O)N(Cc2ccccc2)c2ccccc2Cl)c1 was read as A549 tox -2%, TGFb inhibitor 13%, Nrf2 activator -0.2%, Nrf2 inh -23%, EPAC2 antagonist -20%, Akt phos inh inactive, Mm-Cpn inhibitor 1%, EPAC2 agonist -4% and CCT modulator -1.6.
Screening COc1ccccc1N1CCN(C(=O)CSc2nc(C)c(C)c(=O)[nH]2)CC1 returned A549 tox -1%, TGFb inhibitor 3%, Nrf2 activator 0.6%, Nrf2 inh 3%, EPAC2 antagonist 5%, Akt phos inh inactive, Mm-Cpn inhibitor 1%, EPAC2 agonist -2% and CCT modulator -1.8.
`OCCN(Cc1ccccc1)Cc1cccc(C(F)(F)F)c1` gave A549 tox inconclusive, TGFb inhibitor -17%, Nrf2 activator -0.4%, Nrf2 inh -6%, EPAC2 antagonist -5%, Akt phos inh inactive, EPAC2 agonist 5% and CCT modulator -2.6.
`CCN(Cc1ccccc1)C(=O)c1c(-c2ccccc2Cl)noc1C` gave A549 tox -6%, TGFb inhibitor 15%, Nrf2 activator -0.6%, Nrf2 inh -19%, EPAC2 antagonist -9%, Akt phos inh inactive, Mm-Cpn inhibitor 0%, EPAC2 agonist 1% and CCT modulator 0.1.
`Cc1ccc(NC(=O)c2cc([N+](=O)[O-])ccc2Cl)c(O)c1` gave A549 tox 0%, TGFb inhibitor 3%, Nrf2 activator inconclusive, Nrf2 inh -5%, EPAC2 antagonist 2%, Akt phos inh inactive, Mm-Cpn inhibitor 0%, EPAC2 agonist 10% and CCT modulator -2.0.
Screening Cc1sc2ncnc(SCc3ccc(C(=O)O)cc3)c2c1C returned A549 tox 6%, TGFb inhibitor 4%, Nrf2 activator -0.4%, Nrf2 inh -18%, EPAC2 antagonist 16%, Akt phos inh inactive, Mm-Cpn inhibitor 1%, EPAC2 agonist -2% and CCT modulator 1.0.
`CCCCP(=O)(CCCC)Cc1ccccc1O` gave A549 tox 0%, TGFb inhibitor -4%, Nrf2 activator -0.1%, EPAC2 antagonist 0%, Akt phos inh inactive, Mm-Cpn inhibitor 1%, EPAC2 agonist -2% and CCT modulator 1.2.
For Cc1ccc(C)c(NC(=S)Nc2cccc3cnccc23)c1 the results were A549 tox 2%, TGFb inhibitor 2%, Nrf2 activator -0.2%, Nrf2 inh inconclusive, EPAC2 antagonist 1%, Akt phos inh inactive, Mm-Cpn inhibitor -1%, EPAC2 agonist -5% and CCT modulator 0.3.
`CC[C@]12c3[nH]c4ccc(Cl)cc4c3CCN1C(=O)[C@@H](CC(=O)NCCC1=CCCCC1)C[C@@H]2C(=O)N1CCN(C(=O)c2ccco2)CC1` gave A549 tox inconclusive, TGFb inhibitor inconclusive, Nrf2 activator -0.2%, Nrf2 inh 16µM*, EPAC2 antagonist 5%, Akt phos inh inactive, Mm-Cpn inhibitor 0%, EPAC2 agonist -8% and CCT modulator -3.3.
Screening CC1CN=C(N(C(=O)Nc2ccccc2)c2ccc(F)cc2)S1 (stereo not drawn) returned A549 tox 2%, TGFb inhibitor 2%, Nrf2 activator -0.6%, Nrf2 inh 18%, EPAC2 antagonist -1%, Akt phos inh inactive, Mm-Cpn inhibitor 1%, EPAC2 agonist 4% and CCT modulator -2.5.
`COc1ccc(CN(C)C(=O)c2ccc(Cl)c(S(=O)(=O)NCc3cccnc3)c2)cc1F` gave A549 tox -1%, TGFb inhibitor 2%, Nrf2 activator 2.7%, Nrf2 inh -17%, EPAC2 antagonist -12%, Akt phos inh inactive, Mm-Cpn inhibitor 3%, EPAC2 agonist 2% and CCT modulator 0.3.
Screening CC(=O)c1ccc(OCCCC(=O)OCc2nnc(-c3ccc(Cl)cc3)o2)cc1 returned A549 tox 0%, TGFb inhibitor 22%, Nrf2 activator 7.5%, Nrf2 inh 7%, EPAC2 antagonist -7%, Akt phos inh inactive, Mm-Cpn inhibitor -1%, EPAC2 agonist 0% and CCT modulator -0.5.
`O=C(N/N=C/c1ccccc1Cl)c1ccc(F)cc1` gave A549 tox 6%, TGFb inhibitor 11%, Nrf2 activator 14%, EPAC2 antagonist 8%, Akt phos inh inactive, Mm-Cpn inhibitor 1%, EPAC2 agonist -5% and CCT modulator -2.5.

High-throughput results from PubChem BioAssay.
